CHT block = inhibitors of human choline transporter CHT | CHT-expressing cells, membrane potential dye, choline response; stronger effect = lower value | B-score at 10 µM | 310,000 compounds, 0.86% hits;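 active = B-score over 3 SD under the library average, and starting fluorescence ratio not unusually high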;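 note: choline stimulus applied at its EC90 after an EC20 pre-addition; B-score computed on integrated fluorescence ratio after choline addition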
Target sequence (Q9GZV3 whole entry, looked up): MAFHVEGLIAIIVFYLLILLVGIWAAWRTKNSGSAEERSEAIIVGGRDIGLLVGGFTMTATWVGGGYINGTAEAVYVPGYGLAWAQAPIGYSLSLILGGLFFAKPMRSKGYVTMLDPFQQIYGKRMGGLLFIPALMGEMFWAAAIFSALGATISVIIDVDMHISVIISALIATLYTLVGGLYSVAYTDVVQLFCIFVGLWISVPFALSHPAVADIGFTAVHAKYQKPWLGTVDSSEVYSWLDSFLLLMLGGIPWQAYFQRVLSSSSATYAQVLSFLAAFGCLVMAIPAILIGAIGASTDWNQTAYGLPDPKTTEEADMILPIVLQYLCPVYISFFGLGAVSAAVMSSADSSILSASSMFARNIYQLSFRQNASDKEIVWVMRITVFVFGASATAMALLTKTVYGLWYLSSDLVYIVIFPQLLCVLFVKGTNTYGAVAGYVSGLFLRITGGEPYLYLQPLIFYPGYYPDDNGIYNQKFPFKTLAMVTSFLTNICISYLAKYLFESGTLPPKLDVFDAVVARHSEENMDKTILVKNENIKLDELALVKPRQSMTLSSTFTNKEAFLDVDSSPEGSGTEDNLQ
Kir21 block = inhibitors of mouse Kir2.1 inward-rectifier potassium channel; Inward rectifier potassium channel 2 (Mus musculus), P35561; HEK293-Kir2.1, FluxOR thallium flux fluorescence; stronger effect = lower value; B-score at 10 µM; 310,000 compounds, 0.85% hits; AID 1672, 2009;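 active = fluorescence ratio B-score at or below minus 3 SD of library scores, with starting-brightness B-score within 2 SD, cut at about -4.2 in these data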;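 note: channel flux triggered by added potassium and thallium sulfate stimulus; B-score of peak minus minimum fluorescence over baseline after thallium stimulus; more negative B-score means stronger Kir2.1 block with less thallium influx; some compounds called inactive have numbers as strong as hits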
Target sequence (P35561 whole entry, looked up): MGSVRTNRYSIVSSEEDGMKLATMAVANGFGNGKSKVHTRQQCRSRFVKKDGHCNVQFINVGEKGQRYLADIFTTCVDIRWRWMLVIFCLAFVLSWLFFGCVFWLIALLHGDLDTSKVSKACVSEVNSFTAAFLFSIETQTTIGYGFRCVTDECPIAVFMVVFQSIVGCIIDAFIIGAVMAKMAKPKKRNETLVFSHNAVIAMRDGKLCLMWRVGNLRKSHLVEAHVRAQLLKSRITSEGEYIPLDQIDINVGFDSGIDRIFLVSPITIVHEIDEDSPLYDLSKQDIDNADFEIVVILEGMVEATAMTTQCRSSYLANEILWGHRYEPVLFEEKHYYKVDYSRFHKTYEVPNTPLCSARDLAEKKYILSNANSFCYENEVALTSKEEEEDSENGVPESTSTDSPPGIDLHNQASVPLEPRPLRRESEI
* hit, by the source's call; i = inactive; nt = not tested or not shown.

CHT block | Kir21 block | canonical_smiles
i | 1.4 | CC12CCC(=O)N1C(C(=O)OCC(=O)Nc1ccc(S(N)(=O)=O)cc1)CS2 (stereo unspecified)
i | -2.5 | CC1=C(C(=O)OC2CCCC(C)C2)C(c2ccccc2)NC(=O)N1 (stereo unspecified)
i | 0.43 | Cc1ccc(NC(=O)CSCC(=O)NCc2cccc(C(F)(F)F)c2)cc1
i | 2 | CCOc1ccccc1/C=N/Nc1ccc(Cl)nn1
i | -0.76 | CCc1ccc(C(=O)COC(=O)CNC(=O)c2ccco2)cc1
i | -0.23 | Cc1oc(-c2ccccc2)nc1C(=O)O
i | -2.7 | COc1ccccc1Oc1ncnc2c1cnn2-c1ccccc1
i | -1.2 | COCCNC(=S)N1CCC(NC(=O)C23CC4CC(CC(C4)C2)C3)CC1
i | -0.24 | COc1cc(/C=N/Nc2nc(Nc3ccccc3)nc(N3CCOCC3)n2)ccc1OC(=O)c1ccco1
i | 2.2 | N/C(=N\c1nc2c(c(=O)[nH]1)CCC2)Nc1ccccc1C(F)(F)F
i | 0.04 | CCCC(=O)Nc1cc(C)c(NC(=O)Cc2ccccc2)cn1
i | 1.8 | COc1cc(OC)cc(-c2ncc3ccccn23)c1
i | 2.5 | O=C(Nc1cc(C(F)(F)F)ccc1F)C1CCC1
i | -0.54 | Cc1[nH]c2ccc(C(=O)N3CCCCC3)cc2c1C
i | -0.03 | O=C(NCc1ccccc1)c1ccc[n+]([O-])c1
i | 1.4 | CN1C(C(=O)NCC2CC2)CC2Cn3c(nc4ccccc43)C21 (stereo unspecified)
i | 1.7 | Cc1ccc(N(CCC(=O)O)S(=O)(=O)c2ccc(C)cc2)cc1
i | -0.33 | COc1ccc(NC(=O)NNC(=O)c2ccc(-c3ccccc3)cc2)cc1
i | -0.77 | COc1ccc(OCCOCCN2CCOCC2)cc1
i | 0.86 | CN(C)C(=O)c1coc2nc3ccccc3nc12
i | -0.11 | Cn1c(=O)c(C=Nc2ccccc2)c(O)c2ccccc21
i | 0.71 | O=c1[nH]c(=O)n(C2CCCO2)cc1Br (stereo unspecified)
i | -0.93 | Cc1noc(NS(=O)(=O)c2ccc(N/C=C\C(=O)c3cccs3)cc2)c1C
i | -1.6 | CCOc1ccccc1NC(=O)C(OC(=O)c1ccccc1O)c1ccccc1 (stereo unspecified)
i | -0.44 | c1ccc2cc3[nH]c(CN4CCCCC4)nc3cc2c1
i | -7.3* | COc1ccc(CCNC(=O)COC(=O)C23CC4CC(CC(C4)C2)C3)cc1
i | 0.02 | Cc1ccc(OCC(=O)Nc2ccc(N3CCCC3)cc2)cc1C
i | -0.41 | CC(C(=O)N1CCCc2ccccc21)N1CCN(c2ccccn2)CC1 (stereo unspecified)
i | 2 | COc1ccccc1NC(=S)Nc1cccc2cnccc12
i | -2.1 | CCn1c(SC(C)C)nnc1-c1cc(-c2ccccc2)sc1N
i | -1.3 | CCc1ccc(CN(C)C(=O)c2cc(S(=O)(=O)N3CCN(CC)CC3)ccc2Cl)cc1
i | 0.28 | COc1ccc(NC2CCCN(C(=O)c3ccc4[nH]c(C)c(C)c4c3)C2)cc1OC (stereo unspecified)
i | -0.7 | Cc1ccccc1NC(=O)CC1(c2ccc(N(C)C)cc2)C(=O)c2ccccc2C1=O
i | 0.11 | COC(=O)CSc1nnc(-c2ccc(S(=O)(=O)N3CCCC3)cc2)n1C
i | 0.09 | CCN(C(=O)CSc1nnc(Cn2nnc3ccccc32)o1)c1nc(C)cs1
i | 0.72 | COCC(=O)Nc1ccc2nc3n(c(=O)c2c1)CCCCC3
i | -1 | C/C(=N\NC(=S)NC(C)C)c1ccc(Cl)s1
i | -1.4 | CNC(=O)C1CC(=O)N(CCc2ccccc2)C(=Nc2ccc(OC)cc2)S1 (stereo unspecified)
i | -1.5 | CCCNC(=O)COC(=O)/C=C/c1cccc(F)c1
nt | 1.2 | CCOC(=O)N=Nc1c2ccccc2c2nc3no[nH]c3nc12
i | 0.02 | COc1ccc(CN2CCN(Cc3csc(C(C)=O)c3)CC2CCO)c(C)c1C (stereo unspecified)
i | 0.68 | Cc1cccc(SCc2noc(C(=O)NCC3CCCO3)c2C(=O)O)c1 (stereo unspecified)
i | -1.5 | CCN(CC)CCCNc1nc(-c2ccccc2)nc2ccccc12
i | 2.7 | Cc1c(C)n(CCCN(C)C)c2ncnc(Nc3ccccc3)c12
i | -0.26 | O=C1CC(C(=O)N2CCN(c3ccccn3)CC2)CN1Cc1ccccc1Cl (stereo unspecified)
i | 2.7 | CCOC(=O)C1CCCN(C(=O)CCCn2nnnc2CN2CCC(C)CC2)C1 (stereo unspecified)
i | -0.98 | O=C(C[n+]1cccc(NC(=O)c2ccccc2)c1)c1cccc([N+](=O)[O-])c1
i | 1.2 | O=c1[nH]c(C2CCCN(S(=O)(=O)c3ccccc3)C2)nc2c1nnn2Cc1ccccc1Br (stereo unspecified)
i | -2.5 | CCN(CC)S(=O)(=O)c1cc(NC(=O)[C@@H](NC(N)=O)C(C)C)ccc1C
i | 0.48 | Cc1ccc(N2C(=O)N(CC(=O)N3CCOCC3)C(=O)C2C)cc1 (stereo unspecified)
i | 1.2 | CCOc1ccc(S(=O)(=O)N2CCCC(C(=O)Nc3ccccc3)C2)cc1 (stereo unspecified)
i | 0.7 | O=Cc1ccc(-c2ccc(Cl)cc2Cl)[nH]1
-6.4* | 3.2 | CCOCCCn1c(SCC(=O)Nc2cccc(S(=O)(=O)NC3=NCCCCC3)c2)nc2ccccc2c1=O
i | 0 | O=C(NC(Cc1ccccc1)C(=O)O)c1ccco1 (stereo unspecified)
i | -1.5 | C=CCSc1nc2c(c(=O)[nH]c(=O)n2C)n1Cc1ccc(C)cc1
i | 1.4 | CC(C)[C@H](NC(=O)C1CCN(S(=O)(=O)c2ccccc2)CC1)C(=O)NCc1ccccc1
i | nt | O=C(Cc1cccs1)Nc1ccc(S(=O)(=O)N2CCCCC2)cc1
i | 0.1 | O=C(O)CCSc1nnc(COc2ccc(Cl)cc2)n1-c1ccccc1
i | -0.14 | C=CCn1c(C#N)c(N)sc1=N
i | -0.61 | O=C(NNC(=O)c1cccnc1)Nc1cccc(Cl)c1Cl

Some of the entries so far, with values under each structure:
Sequence of screens – CHT block	Kir21 block
- CCOCCCn1c(SCC(=O)Nc2cccc(S(=O)(=O)NC3=NCCCCC3)c2)nc2ccccc2c1=O
    -6.4*	3.2
- O=C(NC(Cc1ccccc1)C(=O)O)c1ccco1 (stereo unspecified)
    i	0
- C=CCSc1nc2c(c(=O)[nH]c(=O)n2C)n1Cc1ccc(C)cc1
    i	-1.5

More results:
CHT block | Kir21 block | canonical_smiles
i | -0.84 | O=C(Nc1ccc(N2CCN(c3ncccc3C(F)(F)F)CC2)nc1)c1cccs1
i | 2.9 | COc1ccc(CCNC(=O)C2CCN(S(=O)(=O)c3ccc(C)cc3)CC2)cc1OC
i | -0.74 | CCOc1ccccc1OCC(=O)OCC(=O)Nc1ncc(Cl)cc1Cl
i | 0.56 | Cn1c(=O)oc2cc(S(=O)(=O)Nc3cccc([N+](=O)[O-])c3)ccc21
i | 1.5 | C=CC(C)(C)c1[nH]cnc1/C=C1\NC(=O)C(C(C)C)NC1=O (stereo unspecified)
i | -0.08 | O=C(CSCc1ccc(Cl)cc1)c1ccco1
i | 0.76 | COC(=O)C1CN(C(=O)C(C)Oc2ccc(C(C)C)cc2)c2ccccc2O1 (stereo unspecified)
i | 1.2 | Cc1ccccc1OCC(=O)Nc1ccc(N2CCN(C)CC2)c(Cl)c1
i | 0.85 | O=C(Nc1ccc(N2CCOCC2)cc1)c1ccc2nc(-c3ccco3)c(-c3ccco3)nc2c1
i | 0.1 | O=C(COc1ccc2c3c(c(=O)oc2c1)CCC3)NCc1cccnc1
i | 1.3 | Cc1cc(C)n(CCC(=O)N=Nc2c(O)[nH]c3ccccc23)n1
i | -0.08 | O=C(C1=C[C@@H](c2csc3ccccc23)C[C@@H](OCc2ccc(CO)cc2)O1)N1CCOCC1
i | 0.97 | CC(C)CC(=O)Nc1ccc(-c2cn3cccnc3n2)cc1
i | 1 | Cc1cc(C)c2c(n1)sc1c(=O)n(CC(=O)c3ccccc3)cnc12
i | -0.32 | COCCNC(=O)COc1ccc(C)cc1C(=O)c1cc(C#N)c(=O)n(C2CC2)c1

Nothing new here: two of the compounds above.
CHT block | Kir21 block | canonical_smiles
i | 1 | Cc1cc(C)c2c(n1)sc1c(=O)n(CC(=O)c3ccccc3)cnc12
i | -0.32 | COCCNC(=O)COc1ccc(C)cc1C(=O)c1cc(C#N)c(=O)n(C2CC2)c1

Continued:
CHT block | Kir21 block | canonical_smiles
i | 2.2 | Clc1ccc(-c2cnc3n2CCCCC3)cc1
i | 1.3 | COc1ccc(N2CCN(CC(O)COC(c3ccc(F)cc3)c3ccc(F)cc3)CC2)cc1 (stereo unspecified)
-8.8* | 2 | Cc1c(NC(=S)NC(=O)c2ccc(-c3ccc(Cl)cc3)o2)cccc1C(=O)O
i | -0.88 | O=[N+]([O-])c1ccc(N/N=C/c2ccccc2O)cc1
i | -1.8 | NNC(=O)c1csc(-c2ccc(C(F)(F)F)cc2Cl)n1
i | -1.1 | COc1ccc(S(=O)(=O)NCc2ccco2)cc1C(=O)N1CCOCC1
i | 1.5 | COc1ccccc1N1CCN(C2CCCN(C(=O)c3ccoc3)C2)CC1 (stereo unspecified)
i | 0.29 | CCN(CC)C(=S)SC1CCCCN(C(=O)c2ccccc2)C1=O (stereo unspecified)
i | 1.4 | CCCc1cc(=O)oc2c(C)c(OS(C)(=O)=O)ccc12
i | 1.3 | Cc1ccccc1N1C(=O)N(c2cccc(C(F)(F)F)c2)C2CS(=O)(=O)CC21 (stereo unspecified)
i | -0.45 | Cc1ccc([N+](=O)[O-])cc1N/C=C/C(=O)c1ccco1
i | 1.8 | COC(=O)[C@H](C)NC(=O)NCc1ccco1
i | -0.76 | O=S(=O)(c1ccc(Cl)cc1)N1CCC(n2cnc3cc(C(F)(F)F)ccc32)CC1
i | -0.66 | Cc1ccc([N+](=O)[O-])cc1S(=O)(=O)NCCc1cn2ccccc2n1
i | -1.2 | CC(C)(C)NC(=S)NC(=O)C12CCC3CC(CC(C3)C1)C2
i | -0.05 | CCCCn1c(N)c(N(Cc2ccccc2OC)C(=O)C(C)Oc2ccc(F)cc2)c(=O)[nH]c1=O (stereo unspecified)
i | 0.2 | Cc1sc(=NC(=O)c2ccco2)n(C)c1-c1ccc(F)cc1
i | -0.32 | CCOC(=O)c1sc(=S)n(-c2ccccc2OC)c1N
i | 1.2 | COc1cc2c(cc1OC)C(C)N(C(=O)c1cccs1)CC2 (stereo unspecified)
i | -1.6 | CCc1cccc(NS(=O)(=O)c2ccc3c(c2)NC(=O)CC(=O)N3)c1
i | -0.81 | Nn1cc(-c2ccccc2)nc1SCC(=O)NCCN1C(=O)CSC1=O
i | 0 | CC(=O)c1ccc(Nc2c3c(c(C#N)c4nc5ccccc5n24)CCC3)cc1
i | 1.9 | O=C(O)c1ccc(C(=O)Nc2cccc3ccccc23)c(C(=O)O)c1
i | 2.2 | Cc1nc(-c2ccccc2)sc1-c1nnc(C2CC2)o1
i | -1.3 | Cn1cc(Br)c(C(=O)Nc2nccs2)n1
i | -1.1 | CCOc1ccc(C(=O)COC(=O)c2c(-c3ccccc3)noc2C)cc1
i | -0.57 | Cc1ccc(CNC(=O)CCn2c(=O)oc3ccccc32)cc1
i | -0.28 | CCN(CC(=O)Nc1c(F)cccc1F)C(=O)c1ccc(Sc2nncn2C)c([N+](=O)[O-])c1
i | -0.22 | CC(=O)O[C@H](CC(=O)O)C[N+](C)(C)C
i | -0.07 | CCC(C)c1ccc(OCC(=O)Nc2ccc(CN3CCOCC3)cc2)cc1 (stereo unspecified)

Filtered by structure: those above with a cyano group (three)
CHT block | Kir21 block | canonical_smiles
i | -0.14 | C=CCn1c(C#N)c(N)sc1=N
i | -0.32 | COCCNC(=O)COc1ccc(C)cc1C(=O)c1cc(C#N)c(=O)n(C2CC2)c1
i | 0 | CC(=O)c1ccc(Nc2c3c(c(C#N)c4nc5ccccc5n24)CCC3)cc1

(next part)
CHT block | Kir21 block | canonical_smiles
i | -0.46 | Cc1nn(C)cc1S(=O)(=O)Nc1cccc(Cl)c1
i | 0.72 | COc1ccc(CCNC(=O)c2cccnc2SC)cc1
i | nt | COC(=O)[C@@]1(Cc2ccc(F)cc2)[C@H]2c3cc(C(=O)N(C)C)n(Cc4nc5ccccc5[nH]4)c3C[C@H]2CN1C(=O)c1ccccc1
i | 0.32 | CC1(C)CC(=O)C(C=Nc2ccc(C(=O)c3ccccc3)cc2N=CC2=C(O)CC(C)(C)CC2=O)=C(O)C1
i | -0.68 | Cc1ccc(S(=O)(=O)n2ccc(=O)[nH]2)cc1
i | 0.68 | Cc1cc(C)nc(SCC(=O)Oc2ccc3oc(=O)cc(C)c3c2)n1
i | 0.81 | Cc1ccc(C(C)C)cc1OCC(=O)Nc1ccc(N2CCCCC2)cc1
i | -0.04 | COc1cccc(C2NC(=O)NC(C)=C2C(=O)OCCSC)c1OC (stereo unspecified)
i | 2.1 | Cc1ccc(Cn2nnc3c(=O)n(Cc4ccccc4C)cnc32)cc1
i | 0.1 | CC(C)CNS(=O)(=O)c1ccc(S(=O)(=O)N2CCCN(Cc3ccccc3)C2)cc1
i | 0.53 | Cc1nc(SCC(C)C)[nH]c(=O)c1Cc1ccccc1
i | 0.96 | O=C(CCN1CCN(c2ccc([N+](=O)[O-])cc2)CC1)c1ccc(Cl)cc1
i | -0.24 | C/C(=N/NC(=O)c1ccc(Br)o1)c1ccc(C)o1
-5* | 0.57 | COCCNc1nc(-n2nc(C)cc2C)nc2sc3c(c12)CCCC3
i | 3.2 | CCC(C)[C@H](NC(=O)Nc1cccc(OC)c1)C(=O)OC (stereo partly specified)
i | 0.76 | Cc1ccc(SCc2[nH]nc3c2C(c2ccco2)C(C#N)=C(N)O3)cc1 (stereo unspecified)
i | 1.7 | CCCNc1nc(C)cc(-c2cc(C(=O)NCc3ccccc3)on2)n1

Assay outcomes from PubChem.
